RGS4 act: potentiators or activators of RGS4 | 310,000 compounds, 0.92% hits | B-score at 10 µM | HEK293 M3R/inducible RGS4, carbachol calcium flux Fluo4; active compounds read low;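 active means B-score of the integrated calcium signal more than 4 SD below the library mean, with starting fluorescence not abnormally high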;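 further: negative B-score means reduced calcium response which marks RGS4 activation or potentiation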
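Assay system: Inducible-RGS4 HEK293 cells carrying M3 receptor | Schedule: Compound preincubation 20 min at room temperature before agonist | Signal: Kinetic calcium fluorescence imaging with Fluo4-AM dye, 2 µM | Read-out basis: B score from integrated fluorescence ratio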
KCNK9 block: human KCNK9 channel inhibition; HEK293 KCNK9, FluxOR thallium flux fluorescence; active compounds read low; B-score at 10 µM; 310,000 compounds, 1.2% hits;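 active means ratio B-score over 3 SD below the library mean, with starting fluorescence within 5 SD of its mean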;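 further: negative B-score means less thallium flux so channel inhibition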
SKKanGAS inh: inhibitors of SKKanGAS S. pyogenes growth in kanamycin (SK-promoter or general growth effect); BacTiter-Glo, 6 h; inhibition, % at 7.5 µM; AID 1662; 300,000 compounds, 1.3% hits;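 active means mean replicate score, as percent of positive control median, at least 50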;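 further: strain carries kanamycin resistance gene driven by streptokinase promoter and grows in 40 µg/ml kanamycin; loss of luminescence reflects streptokinase promoter inhibition or plain growth inhibition; 0% = median of DMSO wells and 100% = positive control at its reference dose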
HDAC3 inhib: blocks human histone deacetylase 3; recombinant HDAC3, fluorogenic peptide/trypsin coupled, fluorescence; 320,000 compounds, 0.15% hits; inhibition, % at 8.3 µM; in the data active means inhibition above about 26%, passing the limit was not always enough
Target sequence (O15379 whole entry, looked up): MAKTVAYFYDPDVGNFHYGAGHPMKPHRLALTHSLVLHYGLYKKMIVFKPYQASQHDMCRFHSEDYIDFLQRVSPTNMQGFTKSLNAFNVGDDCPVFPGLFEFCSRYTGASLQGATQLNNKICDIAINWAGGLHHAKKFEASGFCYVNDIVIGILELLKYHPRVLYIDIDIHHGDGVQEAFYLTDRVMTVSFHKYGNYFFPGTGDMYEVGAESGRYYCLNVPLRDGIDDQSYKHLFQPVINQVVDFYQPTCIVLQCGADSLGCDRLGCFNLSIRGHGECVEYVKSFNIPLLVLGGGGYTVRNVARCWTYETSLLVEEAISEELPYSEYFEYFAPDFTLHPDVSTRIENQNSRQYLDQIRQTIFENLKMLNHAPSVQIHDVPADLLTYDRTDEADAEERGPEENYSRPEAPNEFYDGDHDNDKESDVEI
TMEM16A act: mouse TMEM16A channel activation, primary screen | B-score at 10 µM | 340,000 compounds, 0.3% hits | AID 623877 | HEK293 TMEM16A/YFP-H148Q/I152L, iodide quench fluorescence; active compounds read low | Q8BHY3;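 active means fluorescence-ratio B-score plate-corrected deviation score at least 3 library SD below zero, with starting fluorescence score within 5 deviations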;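 further: channel opened by trigger with iodide after compound preincubation; score built on the fluorescence ratio of max minus min over baseline; more negative score means more quench and so TMEM16A activation or potentiation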
TMEM16A inh: inhibitors of mouse TMEM16A calcium-activated chloride channel; 310,000 compounds, 1.2% hits; HEK293 TMEM16A/YFP iodide influx fluorescence, ionomycin; normalized B-score (activity score, 25-100; higher = stronger inhibition) at 10 µM; Q8BHY3;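 active means ratio plate-corrected score three or more library SD toward inhibition, starting fluorescence score within five deviations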;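 further: score derived from kinetic fluorescence span divided by baseline fluorescence per well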
KCNQ1 inh: inhibitors of human KCNQ1 potassium channel; CHO-K1 KCNQ1, FluxOR thallium flux fluorescence; active compounds read high; B-score at 10 µM; 310,000 compounds, 1.3% hits; AID 2642;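 active means compounds whose thallium flux B-score, printed positive for inhibition, exceeds three library SD while starting fluorescence stays within three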;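 further: channel opened by potassium depolarization with thallium stimulus after 20 min compound exposure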
hERG rescue: shields human hERG channel from block by proarrhythmic agents; 310,000 compounds, 0.51% hits; CHO-hERG, FluxOR thallium flux, dofetilide IC70 present; Q12809; activation (rescue from dofetilide block), less the hit threshold, % at 10 µM;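 active means activation above the mean of controls blocked by dofetilide plus 5 SD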;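 further: thallium influx through hERG after potassium depolarization seen as dye fluorescence rise; in these data hits start at about 4.7%; inactives centre near -7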
KCNK3 block: human KCNK3 channel inhibition, primary screen; O14649; CHO-KCNK3 thallium flux, FluxOR fluorescence; active compounds read low; B-score at 10 µM; 340,000 compounds, 0.84% hits; AID 602410;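 active means B-score under library mean minus 4 SD, starting fluorescence ratio at most library mean plus 5 SD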;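 further: more negative B-score means stronger inhibition of thallium flux through KCNK3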
Target sequence (O14649 whole entry, looked up): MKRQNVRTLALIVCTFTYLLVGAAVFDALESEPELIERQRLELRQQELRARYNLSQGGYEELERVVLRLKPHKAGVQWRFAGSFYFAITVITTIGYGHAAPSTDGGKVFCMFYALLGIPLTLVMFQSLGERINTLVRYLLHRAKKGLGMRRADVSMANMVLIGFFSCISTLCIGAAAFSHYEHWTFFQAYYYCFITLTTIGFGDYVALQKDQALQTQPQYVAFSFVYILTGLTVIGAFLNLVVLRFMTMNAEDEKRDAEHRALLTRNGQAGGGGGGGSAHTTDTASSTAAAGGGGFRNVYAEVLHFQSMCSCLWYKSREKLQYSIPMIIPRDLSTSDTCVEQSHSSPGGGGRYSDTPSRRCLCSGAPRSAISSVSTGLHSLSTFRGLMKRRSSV
RGS4 block: inhibitors of human RGS4. HEK293 M3R/RGS4 inducible, Fluo-4 calcium flux; active compounds read high; triggered by carbachol at its EC20. B-score at 10 µM. 310,000 compounds, 0.45% hits;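 active means B-score, a plate-corrected calcium signal, over three deviations above library mean, with baseline fluorescence within five deviations of library mean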;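 further: RGS4 expression induced by doxycycline in cells with stable M3 receptor; B-score is computed from the integrated fluorescence ratio over baseline after carbachol; higher B-score means a larger calcium signal and so more RGS4 inhibition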
Target sequence (P49798 whole entry, looked up): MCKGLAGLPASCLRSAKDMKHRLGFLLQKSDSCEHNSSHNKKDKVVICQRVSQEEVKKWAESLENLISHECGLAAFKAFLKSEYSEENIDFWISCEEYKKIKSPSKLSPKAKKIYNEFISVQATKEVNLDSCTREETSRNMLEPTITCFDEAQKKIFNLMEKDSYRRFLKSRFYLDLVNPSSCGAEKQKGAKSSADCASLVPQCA
KCNQ1 pot: human KCNQ1 channel potentiation or activation; CHO-K1 KCNQ1, thallium flux FluxOR fluorescence; active compounds read high; B-score at 10 µM; 310,000 compounds, 0.35% hits; AID 2648;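 active means fluorescence ratio B-score, a plate-corrected score, at least three library SD, with initial intensity B-score within 5 SD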
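Assay system: stable KCNQ1 CHO-K1 line; medium: assay buffer, equal DMSO in all wells; timing: 90 min dye loading and 20 min compound exposure, both at room temperature; technique: kinetic FluxOR thallium fluorescence, 10-s 1-Hz baseline, 110-s post-stimulus read; read-out basis: B score of baseline-normalized fluorescence ratio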
* hit, by the source's call.

Screening CCN(CC)CCC(c1cc(OC)c(OC)c(OC)c1)c1c(O)cc(OC)cc1OC (configuration not stated) returned RGS4 act inactive, KCNK9 block inactive, SKKanGAS inh 17, HDAC3 inhib 10, TMEM16A act inactive, TMEM16A inh inactive, KCNQ1 inh inactive, hERG rescue -2, KCNK3 block inactive, RGS4 block inactive and KCNQ1 pot inactive.
For Cc1cc(C(=O)Nc2ccc(Br)cc2)cs1 the results were RGS4 act inactive, KCNK9 block inactive, SKKanGAS inh 4, HDAC3 inhib 4, TMEM16A act inactive, TMEM16A inh inactive, KCNQ1 inh inactive, hERG rescue -4, KCNK3 block inactive, RGS4 block inactive and KCNQ1 pot inactive.
For Cc1ccc(NC(=O)CN2CCOCC2)c(Br)c1 the results were RGS4 act inactive, KCNK9 block inactive, SKKanGAS inh -2, HDAC3 inhib 0, TMEM16A act inactive, TMEM16A inh inactive, KCNQ1 inh inactive, hERG rescue -4, KCNK3 block inactive, RGS4 block inactive and KCNQ1 pot inactive.
Screening CC(C)Cn1cc(C(=O)NCCCOC(C)C)c2c3ccccc3n(C)c2c1=O returned RGS4 act inactive, KCNK9 block inactive, SKKanGAS inh -9, HDAC3 inhib -7, TMEM16A act inactive, TMEM16A inh inactive, KCNQ1 inh inactive, hERG rescue -27, KCNK3 block inactive, RGS4 block inactive and KCNQ1 pot inactive.
For Cn1c(CSc2ccccc2)c(C#N)c2ccccc21 the results were RGS4 act inactive, KCNK9 block inactive, SKKanGAS inh 0, HDAC3 inhib 4, TMEM16A act inactive, TMEM16A inh inactive, KCNQ1 inh inactive, hERG rescue -2, KCNK3 block -11*, RGS4 block inactive and KCNQ1 pot inactive.
Screening Cc1ccc(N=Cc2c(O)n(-c3cc(Cl)ccc3N3CCOCC3)c(=O)c3ccccc23)cc1C returned RGS4 act inactive, KCNK9 block inactive, SKKanGAS inh 18, HDAC3 inhib -10, TMEM16A act inactive, TMEM16A inh inactive, KCNQ1 inh 10*, hERG rescue -9, KCNK3 block inactive, RGS4 block inactive and KCNQ1 pot inactive.
`CC(C)N(C(C)C)S(=O)(=O)c1ccc(N2CCc3ccccc3C2)nc1` gave RGS4 act -7.1*, KCNK9 block inactive, SKKanGAS inh 7, HDAC3 inhib 7, TMEM16A act inactive, TMEM16A inh inactive, KCNQ1 inh inactive, hERG rescue -10, KCNK3 block inactive, RGS4 block inactive and KCNQ1 pot inactive.
CN1CCN(NC(=O)c2ccc(Br)c(S(=O)(=O)N3CCOCC3)c2)CC1 was read as RGS4 act inactive, KCNK9 block inactive, SKKanGAS inh -3, HDAC3 inhib 3, TMEM16A act inactive, TMEM16A inh inactive, KCNQ1 inh inactive, hERG rescue -7, KCNK3 block inactive, RGS4 block inactive and KCNQ1 pot inactive.
Screening Cc1ccc(S(=O)(=O)Nc2cnn(-c3ccccc3)c(=O)c2Cl)cc1 returned RGS4 act inactive, KCNK9 block inactive, SKKanGAS inh 8, HDAC3 inhib 5, TMEM16A act inactive, TMEM16A inh inactive, KCNQ1 inh inactive, hERG rescue -4, KCNK3 block inactive, RGS4 block inactive and KCNQ1 pot inactive.
Screening CS(=O)(=O)c1ccc(Cl)c(NC(=O)CSc2nc3ccccc3c(=O)n2Cc2ccco2)c1 returned RGS4 act inactive, KCNK9 block inactive, SKKanGAS inh -4, HDAC3 inhib -10, TMEM16A act inactive, TMEM16A inh inactive, KCNQ1 inh inactive, hERG rescue -14, KCNK3 block inactive, RGS4 block inactive and KCNQ1 pot inactive.
For COc1cc2cnncc2cc1OC the results were RGS4 act inactive, KCNK9 block inactive, SKKanGAS inh 4, HDAC3 inhib 19, TMEM16A act inactive, TMEM16A inh inactive, KCNQ1 inh inactive, hERG rescue -13, KCNK3 block inactive, RGS4 block inactive and KCNQ1 pot inactive.
Screening COc1ccc(Cl)cc1NC(=O)CCc1nnc2ccc(N3CCC4(CC3)OCCO4)nn12 returned RGS4 act inactive, KCNK9 block inactive, SKKanGAS inh -1, HDAC3 inhib -3, TMEM16A act inactive, TMEM16A inh inactive, KCNQ1 inh inactive, hERG rescue -8, KCNK3 block inactive, RGS4 block inactive and KCNQ1 pot inactive.
COc1ccc(CCC(=O)Nc2sccc2C#N)cc1 was read as RGS4 act inactive, KCNK9 block inactive, SKKanGAS inh 1, HDAC3 inhib 9, TMEM16A inh inactive, KCNQ1 inh inactive, hERG rescue 0, RGS4 block inactive and KCNQ1 pot inactive.
For Cc1cccc(NS(=O)(=O)c2ccc(C3CCCCC3)cc2)n1 the results were RGS4 act inactive, KCNK9 block inactive, SKKanGAS inh -5, HDAC3 inhib -16, TMEM16A act inactive, TMEM16A inh inactive, KCNQ1 inh inactive, hERG rescue -15, KCNK3 block inactive, RGS4 block inactive and KCNQ1 pot inactive.
O=C(O)CC(Cc1ccc(Cl)cc1)C(=O)Nc1ccccc1 (configuration not stated) was read as RGS4 act inactive, KCNK9 block inactive, SKKanGAS inh 4, HDAC3 inhib -5, TMEM16A act inactive, TMEM16A inh inactive, KCNQ1 inh inactive, hERG rescue -5, KCNK3 block inactive, RGS4 block inactive and KCNQ1 pot inactive.
COc1ccccc1C(=O)N/C(=C\c1ccccc1)C(=O)NCc1ccco1 was read as RGS4 act inactive, KCNK9 block inactive, SKKanGAS inh -10, HDAC3 inhib 9, TMEM16A act inactive, TMEM16A inh inactive, KCNQ1 inh inactive, hERG rescue -10, KCNK3 block inactive, RGS4 block inactive and KCNQ1 pot inactive.
CN(C)S(=O)(=O)c1cc(NC(=O)CSc2ncc(C(F)(F)F)cc2Cl)ccc1Cl was read as RGS4 act inactive, KCNK9 block inactive, SKKanGAS inh 5, HDAC3 inhib 12, TMEM16A act inactive, TMEM16A inh inactive, KCNQ1 inh inactive, hERG rescue -3, KCNK3 block inactive, RGS4 block inactive and KCNQ1 pot inactive.
`O=C1CC(NS(=O)(=O)c2ccc(F)cc2)CN1c1ccc2c(c1)OCCO2` (configuration not stated) gave RGS4 act inactive, KCNK9 block inactive, SKKanGAS inh -10, HDAC3 inhib 1, TMEM16A act inactive, TMEM16A inh inactive, KCNQ1 inh inactive, hERG rescue -11, KCNK3 block inactive, RGS4 block inactive and KCNQ1 pot inactive.
COC(=O)c1sccc1NC(=O)c1cc(C)on1 was read as RGS4 act inactive, KCNK9 block inactive, SKKanGAS inh -5, HDAC3 inhib -2, TMEM16A act inactive, TMEM16A inh inactive, KCNQ1 inh inactive, hERG rescue -11, KCNK3 block inactive, RGS4 block inactive and KCNQ1 pot inactive.
For CN(C)c1cc(Nc2ccc(O)cc2)c([N+](=O)[O-])c2nonc12 the results were RGS4 act inactive, KCNK9 block inactive, SKKanGAS inh -1, HDAC3 inhib 4, TMEM16A act inactive, TMEM16A inh inactive, KCNQ1 inh inactive, hERG rescue -11, KCNK3 block inactive, RGS4 block inactive and KCNQ1 pot inactive.
`COc1ccc(OCCOC(=O)c2cccs2)cc1` gave RGS4 act inactive, KCNK9 block inactive, SKKanGAS inh -21, HDAC3 inhib 0, TMEM16A act inactive, TMEM16A inh inactive, KCNQ1 inh inactive, hERG rescue -11, KCNK3 block inactive, RGS4 block inactive and KCNQ1 pot inactive.
For C=CCS/C(N)=N\N=C\c1c(O)ccc2ccccc12 the results were RGS4 act inactive, KCNK9 block inactive, SKKanGAS inh 28, HDAC3 inhib 20, TMEM16A act inactive, TMEM16A inh inactive, KCNQ1 inh inactive, hERG rescue -5, KCNK3 block inactive, RGS4 block inactive and KCNQ1 pot inactive.
For Cc1cc(C)n(-c2ccc(OCC(=O)O)nn2)n1 the results were RGS4 act inactive, KCNK9 block inactive, SKKanGAS inh 2, HDAC3 inhib -1, TMEM16A act inactive, TMEM16A inh inactive, KCNQ1 inh inactive, hERG rescue -9, KCNK3 block inactive, RGS4 block inactive and KCNQ1 pot inactive.
For Cc1c(NC(=O)COC(=O)c2c3c(nc4ccccc24)CCCC3)c(=O)n(-c2ccccc2)n1C the results were RGS4 act inactive, KCNK9 block inactive, SKKanGAS inh -3, HDAC3 inhib 2, TMEM16A act inactive, TMEM16A inh inactive, KCNQ1 inh inactive, hERG rescue -7, KCNK3 block inactive, RGS4 block inactive and KCNQ1 pot inactive.
`CC(=O)N1CCC(=O)Nc2ccc([N+](=O)[O-])cc21` gave RGS4 act inactive, KCNK9 block inactive, SKKanGAS inh 15, HDAC3 inhib 2, TMEM16A act inactive, TMEM16A inh inactive, KCNQ1 inh inactive, hERG rescue -14, KCNK3 block inactive, RGS4 block inactive and KCNQ1 pot inactive.
`Cc1ccc(C(C)C)c(OC(=O)/C=C/c2ccccc2)c1` gave RGS4 act inactive, KCNK9 block inactive, SKKanGAS inh 18, HDAC3 inhib 4, TMEM16A act inactive, TMEM16A inh inactive, KCNQ1 inh inactive, hERG rescue -19, KCNK3 block inactive, RGS4 block inactive and KCNQ1 pot inactive.
For COc1ccc(C(OCC(O)CN2CCC(O)CC2)c2ccc(OC)cc2)cc1 (configuration not stated) the results were RGS4 act inactive, KCNK9 block inactive, SKKanGAS inh 0, HDAC3 inhib -6, TMEM16A act inactive, TMEM16A inh inactive, KCNQ1 inh inactive, hERG rescue -6, KCNK3 block inactive, RGS4 block inactive and KCNQ1 pot inactive.
C/C(=N\NC(=O)c1ccc(Br)o1)c1cc2c(cc1NC(=O)CCC(=O)O)OCO2 was read as RGS4 act inactive, KCNK9 block inactive, HDAC3 inhib 5, TMEM16A act inactive, TMEM16A inh inactive, KCNQ1 inh inactive, hERG rescue -5, KCNK3 block inactive, RGS4 block inactive and KCNQ1 pot inactive.
`COc1ccc(C(=O)NC(C)C2CC3CCC2C3)c(OC)c1` (configuration not stated) gave RGS4 act inactive, KCNK9 block inactive, SKKanGAS inh 10, HDAC3 inhib 2, TMEM16A act inactive, TMEM16A inh inactive, KCNQ1 inh inactive, hERG rescue -7, KCNK3 block inactive, RGS4 block inactive and KCNQ1 pot inactive.
For COC(=O)c1c(N)c2ccccc2[nH]c1=O the results were RGS4 act inactive, KCNK9 block inactive, SKKanGAS inh -3, HDAC3 inhib -3, TMEM16A act inactive, TMEM16A inh inactive, KCNQ1 inh inactive, hERG rescue -4, KCNK3 block inactive, RGS4 block inactive and KCNQ1 pot inactive.

Screening data: PubChem, several laboratories
